PLCg1 inh: inhibitors of human phospholipase C gamma1 | P19174 | purified PLC-gamma1, fluorogenic substrate, fluorescence | AID 720700 | inhibition, % at 12.2 µM | 0.84% of 370,000 active; in the data active means inhibition above about 9.5%
hcDAF12 agonist: activators of H. contortus DAF-12 nuclear receptor; HEK293 hcDAF-12 lit1-tk-luc reporter, luminescence; 0% DMSO, 100% Δ7-dafachronic acid; activation, % at 6.8 µM; 1.4% of 370,000 active; AID 652067;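 active means activation above the mean of all tested compounds plus 3 SD, cut at about 5.5% in these data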;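 further: 100% = response to 3 µM Δ7-dafachronic acid high control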
DAX1 inh-1: DAX1 (NR0B1) inhibition, primary screen. HEK293T StAR-luciferase reporter, SF-1/DAX-1 repression relief. inhibition, % at 6.8 µM. 1.1% of 370,000 active. AID 652010;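 active means inhibition above the mean over all tested compounds plus 3 SD, cut at about 3.6% in these data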;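 further: 0% = DAX-1 cells with DMSO and 100% = cells lacking DAX-1 with DMSO; higher inhibition means more luminescence from relief of DAX-1 repression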
PLCb3 inh: inhibitors of human phospholipase C beta3 | Purified PLC-beta3, fluorogenic substrate, fluorescence | inhibition, % at 12.2 µM | 0.18% of 370,000 active; in the data active means inhibition above about 11%;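 further: 0% = median of compound wells on plate and 100% = full blocker control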
SMARCA2 activ: SMARCA2 function activation, primary screen; MG213 cells, MMTV-luciferase reporter, dexamethasone, overnight; activation, % at 9.1 µM; 1% of 370,000 active; in the data active means activation above about 7.8%;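 further: 0% = vehicle wells and 100% = reference activator wells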
ssDAF-12 act: activators of S. stercoralis DAF-12 nuclear receptor; AID 652126; activation, % at 6.8 µM; HEK293 ssDAF-12/GRIP1 lit1-tk-luc reporter, luminescence; % of 3 µM dafachronic acid response; 1% of 370,000 active;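 active means activation above the mean over all tested compounds plus 3 SD, cut at about 0.9% in these data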;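 further: 0% = DMSO-only wells and 100% = 3 µM delta7-dafachronic acid wells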
DAX1 inh-2: inhibitors of human orphan nuclear receptor DAX1 (NR0B1) | 0.99% of 340,000 active | AID 504766 | inhibition, % at 6.75 µM | P51843 | HEK293 Gal4-DAX1 luciferase reporter, luminescence;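 active means inhibition above the mean over all tested compounds plus 3 SD, cut at about 4.2% in these data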;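 further: 0% = DAX1-transfected cells with DMSO and 100% = empty-vector control cells with DMSO; inhibition shows as a rise in luminescence from relieved DAX1 repression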
Target sequence (P51843 207-470 limits assumed): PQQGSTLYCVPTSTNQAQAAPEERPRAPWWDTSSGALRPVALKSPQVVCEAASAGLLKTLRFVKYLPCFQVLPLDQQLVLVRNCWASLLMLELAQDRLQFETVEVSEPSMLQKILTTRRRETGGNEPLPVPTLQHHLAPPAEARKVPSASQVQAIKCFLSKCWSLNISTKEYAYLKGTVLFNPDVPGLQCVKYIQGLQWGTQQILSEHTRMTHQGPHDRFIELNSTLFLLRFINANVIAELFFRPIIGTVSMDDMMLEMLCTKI
Rev-erbA mod: modulators of human Rev-erb alpha DNA binding; P20393; Rev-erbα–FITC-DNA binding, fluorescence polarization, 90 min; activity, % at 10 µM; 0.79% of 370,000 active; AID 1259318;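 active means activity above about 14%, limit read from the data; passing the limit was not always enough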;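 further: 0% = DMSO wells with 35 nM protein and 100% = DMSO wells with 750 nM protein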
Target sequence (P20393 whole entry, looked up): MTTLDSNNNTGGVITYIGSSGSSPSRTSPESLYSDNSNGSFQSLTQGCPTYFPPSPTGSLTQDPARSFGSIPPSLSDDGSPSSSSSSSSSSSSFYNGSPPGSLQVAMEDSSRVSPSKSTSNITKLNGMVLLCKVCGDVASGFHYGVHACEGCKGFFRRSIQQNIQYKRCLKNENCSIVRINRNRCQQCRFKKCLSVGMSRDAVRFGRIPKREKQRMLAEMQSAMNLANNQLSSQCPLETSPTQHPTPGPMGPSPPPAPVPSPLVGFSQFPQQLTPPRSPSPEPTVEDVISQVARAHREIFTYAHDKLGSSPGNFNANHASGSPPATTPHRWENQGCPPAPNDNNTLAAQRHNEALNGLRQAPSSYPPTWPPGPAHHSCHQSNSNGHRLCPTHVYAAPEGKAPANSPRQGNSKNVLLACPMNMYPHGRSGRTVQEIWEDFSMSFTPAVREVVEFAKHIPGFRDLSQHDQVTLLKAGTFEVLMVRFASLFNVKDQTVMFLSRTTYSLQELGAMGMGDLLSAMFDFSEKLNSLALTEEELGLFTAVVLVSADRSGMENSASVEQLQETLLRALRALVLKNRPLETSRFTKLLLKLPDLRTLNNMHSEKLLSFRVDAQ
MBD2 inh: MBD2-methylated oligo binding inhibition; Q9UBB5; TR-FRET, MBD2 binding to methylated oligonucleotide; inhibition, % at 4.4 µM; 0.31% of 370,000 active; AID 686964; in the data active means inhibition above about 13%
hgDAF-12 ag: hgDAF-12 agonism, primary luciferase screen. HEK293 GAL4-hgDAF12 UAS-luciferase reporter, agonist luminescence; normalized to butyrate control. activation, % at 6.8 µM. 1.8% of 370,000 active. AID 687014;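 active means activation above a cutoff set at the mean of all screened compounds plus 3 SD, cut at about 10% in these data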;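 further: 0% = DMSO wells and 100% = sodium butyrate wells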
ADAM17 inh: inhibitors of human ADAM17. P78536. recombinant ADAM17, EDANS/DABCYL FRET peptide cleavage. inhibition, % at 6.95 µM. 0.83% of 370,000 active. AID 720648;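 active means inhibition above the mean of compounds lying between control limits plus 3 SD, set per campaign, cut at about 8.5% in these data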;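 further: 0% = DMSO-only wells as the low control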
* marks the source's active call; other numbers are inactive results; . = no result given.

SMILES	PLCg1 inh	hcDAF12 agonist	DAX1 inh-1	PLCb3 inh	SMARCA2 activ	ssDAF-12 act	DAX1 inh-2	Rev-erbA mod	MBD2 inh	hgDAF-12 ag	ADAM17 inh
O=C(CSc1nnc(-c2ccncc2)n1CC1CCCO1)Nc1ccccc1Cl (centres undefined)	-3	3.4	-0.5	-8	-2	-1.7	0.4	4	-1	0.6	-3
CCSc1nnc(-c2cnn(-c3ccccc3)c2-n2cccc2)n1C	0	1.1	-0.4	-2	0	-1.1	2.1	-2	4	-4.1	-2
CCCCN(CCCC)c1nc2ccccc2nc1NS(=O)(=O)c1ccc(NC(C)=O)cc1	-6	-1.5	-0.7	-10	2	-0.7	-0.1	7	2	1.5	-2
CCOC(=O)CSc1nnc(CNC(=O)c2ccc(S(=O)(=O)N3CCCCC3)cc2)n1C	-2	-1.4	-0.7	4	4	-1.3	1.6	2	0	0.1	-5
CCOC(=O)C1(Cc2ccc(OC)cc2)CCN(C(=O)C2CCCO2)CC1 (centres undefined)	2	-1.2	0.2	3	0	-1.1	0.3	7	1	-2.4	5
CC12CCC(C(=O)NCc3ccccn3)(OC1=O)C2(C)C (centres undefined)	5	2.8	0.3	0	2	-0.4	-0.1	1	1	4.0	0
O=C(CCS(=O)(=O)Cc1ccccc1)N1CCN(Cc2ccccc2)CC1	0	4.6	-0.3	0	0	-0.9	1.2	7	-1	-1.5	-2
Cn1c(=O)c2c(nc(N3CCOCC3)n2Cc2c(F)cccc2Cl)n(C)c1=O	9	-0.3	0.8	1	1	-1.4	2.1	-2	0	-1.8	1
N/C(=N\OC(=O)C12CC3CC(CC(C3)C1)C2)c1ccncc1	-1	0.5	-0.1	-2	0	-1.1	.	-2	-6	2.2	-5
O=C(Nc1ccc(F)c(F)c1)C1CCN(S(=O)(=O)c2cccc3nonc23)CC1	-2	-2.6	-0.9	-4	-4	-1.1	-1.3	-4	6	-2.1	-4
O=C(Cc1ccc(Cl)cc1)Nc1ccc2c(c1)C(=O)NC2=O	-317	-2.9	-1.0	-405	-1	-1.1	-1.2	1	-1	0.2	-55
Cc1ccc2oc(-c3ccco3)nc2c1	0	2.3	0.7	2	3	-0.7	1.4	-2	0	1.7	-4
Nc1n[nH]c(-c2ccccc2[N+](=O)[O-])n1	-1	0.4	-0.1	-1	-3	0.2	-0.1	-5	1	0.6	-4
Cn1nnc2c(C(N)=O)ncn2c1=O	-2	-1.1	0.9	-2	1	-1.1	.	-3	-1	0.5	-4
Cc1ccc(Cl)c(OC(=O)C2CSC3(C)CCC(=O)N23)c1 (centres undefined)	-2	-0.7	3.2	0	1	-0.4	-0.7	7	0	-0.7	-3
CC(=O)c1cccc(NC(=O)CC2SC(N3CCCCC3)=NC2=O)c1 (centres undefined)	3	-0.8	-0.4	1	-1	-0.7	-1.0	0	1	-2.0	0
COCc1c(C(=O)OCC(=O)N2CCCC2=O)oc2ccccc12	-2	-0.8	0.4	-7	1	-0.3	1.5	6	4	-0.7	-1
CCOC(=O)N1C(=O)[C@](c2ccc(Cl)cc2)(C(C)C)N1C(=O)OCC	1	-1.0	-0.6	6	0	-1.8	-1.0	-6	2	-3.9	-1
Cn1c(N=Nc2ccc(N3CCOCC3)cc2)[n+](C)c2ccccc21	0	0.4	-0.8	-6	-1	-1.6	0.8	-6	5	-1.3	4
Cc1ccc(S(=O)(=O)Nc2ccccc2NS(=O)(=O)c2ccc(C)cc2)cc1	0	0.3	-0.5	1	-1	-1.3	.	-6	-2	1.2	5

4 structures out of the list, ordered by count of non-hydrogen atoms, low to high.
SMILES	PLCg1 inh	hcDAF12 agonist	DAX1 inh-1	PLCb3 inh	SMARCA2 activ	ssDAF-12 act	DAX1 inh-2	Rev-erbA mod	MBD2 inh	hgDAF-12 ag	ADAM17 inh
Cc1ccc2oc(-c3ccco3)nc2c1	0	2.3	0.7	2	3	-0.7	1.4	-2	0	1.7	-4
Cn1c(N=Nc2ccc(N3CCOCC3)cc2)[n+](C)c2ccccc21	0	0.4	-0.8	-6	-1	-1.6	0.8	-6	5	-1.3	4
Cc1ccc(S(=O)(=O)Nc2ccccc2NS(=O)(=O)c2ccc(C)cc2)cc1	0	0.3	-0.5	1	-1	-1.3	.	-6	-2	1.2	5
O=C(Nc1ccc(F)c(F)c1)C1CCN(S(=O)(=O)c2cccc3nonc23)CC1	-2	-2.6	-0.9	-4	-4	-1.1	-1.3	-4	6	-2.1	-4

More results
SMILES	PLCg1 inh	hcDAF12 agonist	DAX1 inh-1	PLCb3 inh	SMARCA2 activ	ssDAF-12 act	DAX1 inh-2	Rev-erbA mod	MBD2 inh	hgDAF-12 ag	ADAM17 inh
Cc1nccc(-c2cc(-c3ccc(Cl)cc3Cl)no2)n1	-2	4.0	0.3	-2	16*	-0.6	1.8	-6	-6	7.7	-2
C[C@@H]1CCCCO[C@H](CN(C)C(=O)Nc2ccc(C(F)(F)F)cc2)[C@@H](C)CN([C@H](C)CO)C(=O)c2cc(NC(=O)c3ccncc3)ccc2O1	0	-1.9	0.2	0	-1	-1.8	-0.4	-4	-6	-3.4	7
CCn1c2c(c(=N)c3ccccc31)CCC2	-1	-1.8	0.0	-9	-8	-1.3	-2.1	-3	0	-1.2	-9
Cn1c(=O)[nH]c(=O)c2c1ncn2CCN1CCOCC1	5	-1.2	0.3	11*	1	-1.0	0.2	6	-7	1.1	5
N#C/C(=C\N1CCOCC1)c1ccccc1	8	2.1	1.0	7	-2	-1.3	-0.7	0	-2	1.9	4
Cc1cc(C)c(NC(=O)CSc2ccc3nnc(CCNC(=O)c4ccccc4)n3n2)c(C)c1	-1	-2.5	0.9	-1	-2	-1.5	-0.5	4	-5	-1.9	-2
COc1cccc(CNC(=O)C(Cc2ccccc2)n2cccc2)c1 (centres undefined)	3	-0.4	-0.7	3	3	-0.2	3.5	3	0	1.5	-1
CCCCC1=CC2=CC(=O)C(C)(OC(=O)CC)C(=O)C2=CN1Cc1ccc2c(c1)OCO2 (centres undefined)	-95	0.1	0.6	-145	1	-1.3	-0.2	-6	-4	-1.8	-17
COc1cccc(Oc2nccc(N(C)C)c2C#N)c1	-2	0.4	0.7	-2	0	-1.4	.	1	2	1.8	-3
COc1cc(C(=O)N2CCCCCCC2)ccc1OC1CCN(C(C)=O)CC1	0	-0.1	0.2	-4	1	-0.6	1.2	-1	0	4.6	-3
COc1ccc(CC(=O)N[C@@H]2c3cc(OC)c(OC)cc3C[C@H]2O)cc1	-1	-0.6	1.0	0	-2	-0.7	1.3	-6	-3	1.2	-4
COc1ccc(/C(C)=N/NC(=O)CNC(=O)c2cccs2)cc1OC	-1	-1.9	0.3	2	-1	-0.9	0.2	2	2	-2.3	-3
FC(F)Oc1ccccc1NC(=S)Nc1cccc(Cl)c1Cl	-1	3.0	0.1	-1	1	0.0	0.0	-3	5	4.2	-3
COc1ccc(Cl)cc1NC(=O)CSc1nc(N2CCOCC2)nc(N2CCOCC2)n1	2	-1.6	1.6	-3	0	-0.9	-0.2	-5	4	-1.0	-2
CC(C)CC(=O)N1CCN(Cc2ccc(Br)cc2)CC1	1	-1.0	-1.0	-5	-2	-1.1	1.4	0	-2	1.6	-1
Cc1ccc(C)c(-n2cc(CN3CCN(C(=O)c4ncn[nH]4)CC3)c(-c3ccccc3)n2)c1	1	1.1	-1.1	1	0	-2.0	-0.2	2	4	-0.8	-2
O=C(OCC#CCSc1nnc(-c2cccc3ccccc23)o1)c1ccccc1	-4	-0.3	.	-6	.	-2.0	.	2	-7	4.2	-4
COc1ccc(/C=C2\CCCC3C2=NN(C(=O)c2ccco2)C3c2ccc(OC)c(OC)c2)cc1OC (centres undefined)	-6	-1.7	-0.5	-7	-2	-0.9	-0.1	-1	1	0.1	-2
COc1cc(NC(=S)NC(=O)CC(C)C)ccc1NC(=O)c1cc2ccccc2o1	-3	-0.4	-0.3	-1	0	-0.3	-1.1	-1	0	-0.6	0
Nc1ccc2c(c1)ncn2CCCn1cnc2cc(N)ccc21	-2	1.8	1.4	-2	-3	-0.8	-0.9	-5	2	-0.1	5
O=C(COC(=O)C12CC3CC(CC(C3)C1)C2)NCCCc1ccccc1	-1	-0.6	-0.8	3	-5	-0.9	0.1	-4	6	1.3	5
CC(=O)c1c(O)cc(=O)n(-c2ccccc2)c1-c1ccc(C)cc1	5	-0.4	1.2	4	1	-1.4	-0.1	-4	-3	0.1	-1
CCOC(=O)CSc1nc2ccccc2c(=O)[nH]1	0	-1.7	1.3	1	1	-0.2	0.3	-3	1	-0.9	-1
CCOC(=O)C1CCN(C(=O)c2oc3ccc(S(=O)(=O)N4CC(C)CC(C)C4)cc3c2C)CC1 (centres undefined)	-1	-3.0	-1.2	1	-2	-1.7	-1.0	3	1	-2.0	1
COc1cc(NC(=O)c2c(OC)cccc2OC)ccc1NC(=O)c1cc2ccccc2o1	-53	0.9	0.3	-67	3	-1.6	2.6	-17	-5	1.4	2
O=C1CCCc2nn(-c3ccccc3)nc21	0	-0.8	0.4	0	-1	-0.7	0.7	2	-4	1.0	0
CCOC(=O)C(C)NC(=O)c1cn(-c2ccc(OC)cc2)c(=O)c2ccccc12 (centres undefined)	-4	0.2	-0.3	-8	0	-1.4	-0.7	7	-2	1.6	1
CC1(C)OC(=O)C(=NNc2ccc(Br)cc2)C(=O)O1	4	-1.4	-1.0	2	3	-1.0	0.2	3	-2	0.2	1
COc1ccc(Br)cc1CN1CCN(c2ncccn2)CC1	3	-1.6	-0.3	-6	2	-1.2	-2.7	-3	4	-0.7	1
CCNc1ccc(S(=O)(=O)N(C)C)cc1NCC(=O)Nc1ccccc1Cl	-4	-1.0	-0.7	-3	0	-0.6	-0.5	0	-6	-2.4	0
O=C1CCCN1CCCNc1ncnc2c1[nH]c1ccccc12	-14	3.0	-0.7	-15	-2	0.4	0.3	2	8	1.7	-38
COCCCNC(=O)CNC(=O)c1nn(-c2ccc(OC)c(Cl)c2)c(=O)c2ccccc12	-52	-0.3	-0.5	-91	0	-1.7	-0.3	2	-1	-2.5	0
COC(=O)C1(CC2CC(c3ccc(Cl)cc3)=NO2)CCN(C(=O)OC(C)(C)C)CC1 (centres undefined)	0	0.8	0.5	2	0	-1.2	2.4	0	4	-0.4	-1
CCCC1(C(=O)OC)NC(c2ccco2)C2C(=O)N(C)C(=O)C21 (centres undefined)	1	-1.7	1.0	-4	3	-0.9	-1.1	5	-2	-2.2	-1
COc1ccc(NC(=O)c2cccnc2Nc2ccccc2)cc1	1	0.2	-0.9	-1	1	-1.7	0.0	-2	-1	2.6	3
Cc1cnc(NC(=O)CCCSc2nc3ccccc3s2)s1	-3	2.3	-0.4	-4	0	-0.7	0.5	7	2	1.8	-5
c1ccc(-c2cc3c(NCC4COc5ccccc5O4)ncnc3s2)cc1 (centres undefined)	-4	-4.2	-1.5	-2	-3	-2.1	-0.9	13	3	-6.8	-13
O=C(Nc1ccc(-n2ccnc2P(=O)(O)c2ccccc2)cc1)c1ccccc1Br	-16	-2.0	0.2	-20	0	-0.7	0.0	-4	3	-2.5	-20
CN(C(=O)COC(=O)CCCN1C(=O)c2cccc3cccc(c23)C1=O)C1CCS(=O)(=O)C1 (centres undefined)	-21	-1.4	-0.2	-26	-1	-1.0	-0.5	-7	-1	-0.5	-104
Cc1ccc(C)c(NC(=O)CCC(=O)NNC(=O)C(c2ccccc2)c2ccccc2)c1	0	-2.6	-0.3	-3	-4	-1.4	0.3	1	0	1.7	-1

Assay outcomes from PubChem.
